# Screening data from PubChem.
# Coupling enz – qHTS Assay for Inhibitors of Fructose-1,6-bisphosphate Aldolase from Giardia Lamblia: Coupling assay counterscreen; activity change, negative = inhibition, % at 58.2 µM, hits read low; coupling enzyme system counterscreen, AmpLite Red fluorescence; 290,000 compounds, 0.67% hits; in the data active = activity change below about -30%; note: % is set by controls: 0 for no effect and ±100 for the full control effect
#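 Counterscreen lacking aldolase: glyceraldehyde-3-phosphate coupling-enzyme reagent preincubated 10 min at RT with compound (at 57.5 uM final), then substrate/coupling system with AmpLite Red added; fluorescence read at 525/598 nm after 20 min RT.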
# KCNH2 3.1 inh – qHTS for Inhibitors of KCHN2 3.1: Mutant qHTS; 340,000 compounds, 0.95% hits; AID 720553, 2013; activity change, % (tested at about 1.8 µM); U2OS KCNH2 3.1, thallium flux FluxOr; hits give low values;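 active = maximum activity change below -70%; inconclusive = maximum activity change from -70% to -50%; inactive = maximum activity change above -50%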;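 note: thallium influx rate constant from kinetic fluorescence after stimulation buffer; % is set by controls: 0 for no effect and ±100 for the full control effect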
#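 Thallium flux read-out: FluxOr dye with Red40 quencher in HBSS/HEPES, 45 min at RT. Rate constants from kinetic reads were normalized to positive and negative DMSO controls. Cells: U2OS virally expressing the 3.1 isoform.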
# GALK inh – qHTS Assay for Inhibitors of Human Galactokinase (GALK); 270,000 compounds, 0.007% hits; Purified GALK, Kinase-Glo residual ATP luminescence; AID 1868, 2009; P51570; Potency, µM (top dose mostly 57.5 µM), inactives show at the highest dose activity change, negative = inhibition, actives largely listed as inhibitors; note: potency is the fitted concentration of half-maximal effect; % is set by controls: 0 for no effect and ±100 for the full control effect
#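 Human GALK (5 nM) with 35 uM ATP and 100 uM galactose in 20 mM HEPES pH 8.0, 5 mM MgCl2, 60 mM NaCl, 1 mM DTT, 0.01% BSA. After 1 h at room temperature, leftover ATP was read by Kinase-Glo Plus luminescence.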
# hERG WT inh – qHTS for Inhibitors of KCHN2 3.1: Wildtype qHTS | Voltage-gated inwardly rectifying potassium channel KCNH2 (Homo sapiens), Q12809 | U2OS, BacMam KCNH2, thallium flux FluxOr; hits give low values | activity change, % at 1.84 µM | 340,000 compounds, 0.37% hits | AID 720551, 2013;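 active = maximum activity change below -70%; inconclusive = maximum activity change between -70% and -50%; inactive = maximum activity change above -50%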; note: % is set by controls: 0 for no effect and ±100 for the full control effect
# Target sequence (Q12809 whole entry, looked up): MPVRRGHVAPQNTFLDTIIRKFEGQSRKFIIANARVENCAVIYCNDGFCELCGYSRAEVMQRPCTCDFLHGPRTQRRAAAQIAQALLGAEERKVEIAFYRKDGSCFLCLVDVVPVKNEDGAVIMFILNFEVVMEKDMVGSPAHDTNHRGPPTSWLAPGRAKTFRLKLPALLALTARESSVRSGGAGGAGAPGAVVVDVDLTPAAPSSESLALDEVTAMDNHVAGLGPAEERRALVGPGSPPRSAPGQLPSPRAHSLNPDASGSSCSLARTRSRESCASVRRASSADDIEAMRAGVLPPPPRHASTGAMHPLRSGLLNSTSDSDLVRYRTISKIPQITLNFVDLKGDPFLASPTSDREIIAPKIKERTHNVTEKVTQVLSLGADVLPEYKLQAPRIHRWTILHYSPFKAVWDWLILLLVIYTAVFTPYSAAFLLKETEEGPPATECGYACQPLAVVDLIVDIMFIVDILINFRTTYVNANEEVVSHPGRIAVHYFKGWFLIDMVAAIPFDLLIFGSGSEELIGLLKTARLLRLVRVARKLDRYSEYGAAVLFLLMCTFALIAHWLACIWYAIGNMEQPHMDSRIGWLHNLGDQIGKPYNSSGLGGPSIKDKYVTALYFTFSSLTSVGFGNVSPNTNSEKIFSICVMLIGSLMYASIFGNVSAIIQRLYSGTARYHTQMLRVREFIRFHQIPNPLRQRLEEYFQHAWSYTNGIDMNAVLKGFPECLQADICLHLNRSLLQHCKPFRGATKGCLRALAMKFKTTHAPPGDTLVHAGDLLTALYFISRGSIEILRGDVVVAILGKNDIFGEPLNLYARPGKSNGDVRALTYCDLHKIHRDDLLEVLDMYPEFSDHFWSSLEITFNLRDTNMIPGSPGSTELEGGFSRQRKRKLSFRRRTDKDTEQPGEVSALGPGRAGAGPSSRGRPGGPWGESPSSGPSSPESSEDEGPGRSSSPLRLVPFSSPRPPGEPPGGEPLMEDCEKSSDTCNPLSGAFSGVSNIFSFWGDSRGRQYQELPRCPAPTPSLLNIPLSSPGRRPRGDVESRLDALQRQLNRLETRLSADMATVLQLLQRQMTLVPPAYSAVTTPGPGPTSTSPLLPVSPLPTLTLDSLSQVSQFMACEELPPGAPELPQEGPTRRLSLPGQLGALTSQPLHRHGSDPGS
#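 U2OS cells were transduced with wild-type KCNH2 virus (2.03 x 10^8 / mL) for 4 h at room temperature, then cultured overnight at 37 C. Thallium flux was read with FluxOr dye. Rate constants were normalized to DMSO controls.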
# A-T KAP1 phos – qHTS Assay for Identifying a Potential Treatment of Ataxia-Telangiectasia; […] A-T fibroblasts, KAP-1 phosphorylation AlphaLISA; neocarzinostatin DNA damage 30 min before lysis; Potency, µM (top dose mostly 57.5 µM), inactives show at the highest dose activation, usual class: activators; 320,000 compounds, 0.19% hits; AID 485349, 2010; note: potency is the fitted concentration of half-maximal effect; % of control where 0% means no effect; nearly all actives have a fitted effect of over 45% in size
#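 ATM-like activity read as KAP-1 phosphorylation via AlphaLISA donor/acceptor antibody pairs after lysis and 6 hr at 25C. Cells were ATM-null patient fibroblasts ([…], hTERT), dosed 60 min, then exposed to the DSB inducer NCS for 30 min.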
# MBNL1 CUG block – qHTS Assay for Inhibitors of MBNL1-poly(CUG) RNA binding. 280,000 compounds, 0.036% hits. Potency, µM (series often up to 57.5 µM), for the others: at the highest dose activity change, negative = inhibition, actives largely listed as inhibitors. Muscleblind-like protein 1 (Homo sapiens), Q9NR56. TR-FRET MBNL1-His/biotin-(CUG)12 binding, 665/545 ratio. AID 2675, 2010; active = well fitted inhibition curve with a large enough effect in the signal ratio, with a control signal flat, not every such curve was filed as active; inconclusive = small, poorly fitted or top-dose-only effect, or effect the other way, or a change in a side signal; inactive = no such curve, though single readings can be large or run the other way; the % refers to the signal ratio; note: potency is the fitted concentration of half-maximal effect; % is set by controls: 0 for no effect and ±100 for the full control effect
#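 Inhibition of protein-RNA binding appears as loss of TR-FRET between terbium anti-His antibody on MBNL1-His and streptavidin-XL665 on biotin-(CUG)12. Activity is normalized to buffer-only and uninhibited-complex controls.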
# a7 integrin act – qHTS for Activators of Integrin-Mediated Alleviation for Muscular Dystrophy; AID 624291, 2012; alpha7betagal myoblasts, beta-gal FDG fluorescence, 48 h; Potency, µM (titrated, usually from 38.3 µM), without a hit: at the highest dose activation, actives largely listed as activators; 350,000 compounds, 0.064% hits;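 note: potency is the fitted concentration of half-maximal effect; 100% = response of the positive control SU9516; nearly all actives have a fitted effect of over 60% in size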
#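 Alpha7betagal+/- myoblasts (passage 13) were plated 16-24 hr, then exposed to compounds (1:260 dilution of DMSO stock) for 48 hours at 37C. After MPER lysis, β-galactosidase reporter activity was read as FDG fluorescence (ex 480/em 540) after 30 minutes.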
# S-ASM inh – Inhibitors of Secretory Acid Sphingomyelinase (S-ASM): qHTS | Sphingomyelin phosphodiesterase (Homo sapiens), P17405 | Potency, µM (titrated, usually from 57.5 µM), for the others: at the top dose activity change, negative = inhibition, usual class: inhibitors | 340,000 compounds, 0.006% hits | AID 504937, 2011 | placental ASM, HMU-PC fluorogenic substrate, 60 min; note: potency is the fitted concentration of half-maximal effect
#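 Steps: dispense placental human ASM, pin compound, wait 10 min at room temperature, add HMU-PC0 substrate at 9 uM final, incubate 60 min at 37 °C, add stop solution raising pH to 10, read fluorescence.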
# TRPV1 agonist – HTS Assay for Compounds that Act as Agonists of the Vanilloid Receptor 1. TRPV1-expressing cells, Fluo-8 calcium influx, agonist mode. activation, % at 8.33 µM. 320,000 compounds, 0.19% hits. AID 540275, 2011; in the data active = activation above about 80%; inconclusive = between about 30% and that limit; note: 0% is about no effect
#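 Fluo-8 calcium influx in TRPV1-expressing cells, kinetic read (ex 480/em 520 nm). Compound added and read 3 min for agonist activity, followed by capsaicin at EC20 final and 2 min further read for enhancement.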
# MLL CXXC-DNA inh – qHTS Fluorescence Polarization Assay for Inhibitors of MLL CXXC domain - DNA interaction | MLL-CXXC / FITC-HOXA9 DNA fluorescence polarization | Potency, µM (highest dose often 115 µM), without a hit: top-dose activity change, negative = inhibition, usual class: inhibitors | 290,000 compounds, 0.037% hits | AID 2662, 2010; active = well fitted inhibition curve with a large enough effect in the polarisation, with a control signal flat, not every such curve was filed as active; inconclusive = small, poorly fitted or top-dose-only effect, or effect the other way, or a change in a side signal; inactive = no such curve, though single readings can be large or run the other way; the % refers to the polarisation; note: potency is the fitted concentration of half-maximal effect
#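 Steps: dispense CXXC domain solution (7 uM) → pin compounds or unlabeled HOX-A9 DNA control → 5 min ambient → add FLSN-HOX-A9 solution (50 nM) → spin → 30 min ambient → fluorescence polarization. Tris pH 7.5/NaCl/DTT/BSA buffer.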
# * marks the source's active call; other numbers are inactive results; ? = inconclusive; . = no result given; [ ] = dose if it differs, or a comment. Unless noted, calls come from the whole dose curve; as a rule, active = well fitted curve in the direction sought with a large enough effect; inconclusive = small, poorly fitted or top-dose-only effect, or another doubt; inactive = no such curve, though single readings can be large; an effect the other way counts as inactive or inconclusive.
SMILES,Coupling enz,KCNH2 3.1 inh,GALK inh,hERG WT inh,A-T KAP1 phos,MBNL1 CUG block,a7 integrin act,S-ASM inh,TRPV1 agonist,MLL CXXC-DNA inh
CCC(=O)Nc1cccc(-c2nnc(-c3cccc(NC(=O)CC)c3)o2)c1,4,8,0%,11,0%,9%,11%,0%,1,-13%
CCCNC(=O)NC(=O)CSc1ccc(C)cc1C,-3,-26,-1%,-6,-7%,-2%,-6%,1%,0,9%
COc1ccc(-c2nc(N)n(C(=O)c3cccs3)n2)cc1,0,-3,-2%,-3,-1%,-10%,14%,-2%,-1,166%[activator]
O=S(=O)(c1ccccc1)N1CCN(CCO)CC1,2,2,1%,-1,0%,3%,-9%,6%,-2,-11%
COC(=O)CC1C(=O)NCCN1C(=O)c1c(F)cccc1F (configuration not stated),0,2,-2%,-8,10%,2%,-8%,1%,-3,1%
COc1ccc(/C(N)=N/OC(=O)c2ccc3c(c2)OCO3)cc1,-6,5,.,-7,13%,-6%,9%,2%,10,6%
Cn1cnnc1SCC(=O)NC1CCCN(Cc2ccc(Cl)cc2)C1 (configuration not stated),3,9,-1%,3,-6%,6%,-5%,6%,-10,?
COc1ccc(C(=O)NCC(=O)OCC(=O)NCc2ccc3c(c2)OCO3)cc1,.,17,.,-2,3%,.,?,-3%,.,.
O=C(CC1c2ccccc2Oc2ccccc21)N1CCN(c2ccccn2)CC1,-3,11,3%,20,19%,-13%,0%,-4%,0,4%
COc1cccc2c(=O)c(C(=O)NCc3cccs3)c[nH]c12,-5,-12,0%,3,9%,-19%,13%,3%,4,4%
Cc1ccc(NC(=O)CSc2nnc(COc3ccccc3C)o2)cc1,14,-9,-1%,-19,6%,19%,-11%,-3%,0,-5%
CC(C)C[C@H](NC(=O)c1nc[nH]c1C(=O)N1CCc2ccccc2C1)C(=O)OCc1ccccc1,1,-1,2%,7,16%,7%,32%,0%,4,8%
CSc1ccc(Cl)c(C(=O)NCCCn2ccnc2)c1,1,10,.,2,14%,-1%,-25%,0%,1,-9%
CCCOC(=O)C(C)Sc1n[nH]c(=O)[nH]c1=O (configuration not stated),-1,23,-3%,1,1%,-6%,1%,3%,0,6%
COCCCNC(=O)CN(c1cc(Cl)cc(Cl)c1)S(C)(=O)=O,-1,4,-1%,-16,0%,0%,3%,2%,-3,1%
COC(=O)c1ccc(NC(=O)CSC2=NCCN2)cc1,2,0,1%,6,-1%,-17%,6%,5%,3,13%
O=C(c1cccc(Cl)c1)N1CCN(Cc2ccccc2)CC1,1,2,-1%,-8,3%,-2%,-5%,2%,14,-4%
CCOCc1nnc(NC(=O)c2cc(OC)c(OC)c(OC)c2)s1,1,-11,4%,-6,5%,-11%,1%,-1%,-1,7%
O=C(CC1Nc2ccccc2NC1=O)NCC1COc2ccccc2O1 (configuration not stated),0,-7,-2%,-5,1%,?,5%,40%,0,-11%
CCOC(=O)/C=C/C(=O)OCC(=O)Nc1ccc(Cl)cn1,-2,3,2%,-5,.,0%,21%,-1%,8,1%
O=C1N/C(=C/c2ccc(N3CCOCC3)cc2)C(=O)N1Cc1ccc(F)cc1,2,-17,-5%,-1,0%,2%,33%,61%[activator],19,19%
NS(=O)(=O)c1ccc(CCNC(=O)C2CCN(S(=O)(=O)c3cnc[nH]3)CC2)cc1,0,1,0%,0,-9%,-8%,-3%,4%,2,5%
O=C1N/C(=N\S(=O)(=O)c2ccccc2)S/C1=C\c1cc([N+](=O)[O-])ccc1O,13,15,-12%,-2,0%,19%,-21%,-5%,29,90%[activator]
O=C(Nc1cccc(-c2cnc3ccccc3n2)c1)c1ccc(Cl)cc1,3,-3,0%,4,-4%,-4%,11%,-1%,-3,5%
Cc1cc(N/N=C/c2cccc(Cl)c2)nc(NCc2ccccc2)n1,-1,?,.,7,7%,-9%,-54%,-17%,4,7%
SMILES,Coupling enz,KCNH2 3.1 inh,GALK inh,hERG WT inh,A-T KAP1 phos,MBNL1 CUG block,a7 integrin act,S-ASM inh,TRPV1 agonist,MLL CXXC-DNA inh
CCOCCOC(=O)c1[nH]c2c(c1C)C(=O)CC(c1ccccc1)C2 (configuration not stated),0,17,4%,-3,-12%,0%,-26%,-3%,5,-2%
O=C(CCc1c[nH]c2ccccc12)NCCc1ccccc1,0,11,-2%,4,3%,-3%,23%,13%,?,-1%
CN(C(=O)COC(=O)c1c[nH]c(=O)[nH]c1=O)C1CCCCC1,1,-2,-1%,1,.,-3%,11%,8%,3,12%
O=C(COC(=O)c1cccs1)NCCCc1ccccc1,3,-15,11%,1,6%,2%,13%,-1%,26,-9%
CCOC(=O)Cn1nc(-c2ccccc2)ccc1=O,2,-6,-1%,10,-2%,12%,5%[7.66 µM],3%,0,11%
COCCn1c(=NC(=O)CSCC(=O)Nc2cc(C)on2)sc2cc(C(=O)OC)ccc21,-2,-14,.,1,7%,-10%,7%,5%,2,11%
O=C1CN(C(=O)COC(=O)c2ccccc2NC(=O)c2ccco2)c2ccccc2N1,0,8,0%,6,1%,-11%,-13%,2%,-13,10%
Cc1cc2[nH]c(=O)c(=O)[nH]c2cc1S(=O)(=O)Nc1ccccc1F,0,1,.,0,-5%,-7%,3%,4%,-1,.
CC(=O)c1cccc(NC(=O)c2ccc(Br)o2)c1,1,33,2%,-4,3%,-10%,2%[7.66 µM],-1%,18,-3%
O=C(O)c1nnn(-c2ccc([N+](=O)[O-])cc2)c1-c1ccccc1,12,?,.,-1,2%,?,?,1%,5,-4%
COc1ccc(NC(=O)C2CCCN(S(=O)(=O)c3c(C)[nH]c(=O)[nH]c3=O)C2)cc1 (configuration not stated),5,-11,-3%,-5,12%,0%,-2%,6%,-4,3%
COc1cccc(N(CC(=O)NC2CCCC2)C(=O)Cn2nnc(-c3ccc(C)o3)n2)c1,1,-5,-3%,2,5%,5%,-15%,-3%,2,26%
Cc1nc2ccc3nc(NC(=O)c4ccc(S(=O)(=O)N5CCOCC5)cc4)sc3c2s1,3,2,-5%,-1,-9%,1%,18%,11%,-1,12%
NCCC(=O)N1c2ccccc2Sc2ccccc21,5,17,3%,7,2%,2%,-22%,3%,4,5%
Nc1ccc(Br)c2c1C(=O)c1ccccc1C2=O,-4,-3,-2%,0,-4%,?,0%,-16%,3,?

# Part of the list above, with bars between the fields:
molecule | Coupling enz | KCNH2 3.1 inh | GALK inh | hERG WT inh | A-T KAP1 phos | MBNL1 CUG block | a7 integrin act | S-ASM inh | TRPV1 agonist | MLL CXXC-DNA inh
COc1cccc(N(CC(=O)NC2CCCC2)C(=O)Cn2nnc(-c3ccc(C)o3)n2)c1 | 1 | -5 | -3% | 2 | 5% | 5% | -15% | -3% | 2 | 26%
O=C(COC(=O)c1cccs1)NCCCc1ccccc1 | 3 | -15 | 11% | 1 | 6% | 2% | 13% | -1% | 26 | -9%

# Profiles from above. Values in the order: Coupling enz, KCNH2 3.1 inh, GALK inh, hERG WT inh, A-T KAP1 phos, MBNL1 CUG block, a7 integrin act, S-ASM inh, TRPV1 agonist, MLL CXXC-DNA inh
# Results for `O=C(COC(=O)c1cccs1)NCCCc1ccccc1` : 3, -15, 11%, 1, 6%, 2%, 13%, -1%, 26, -9%
# Results for `O=C(CCc1c[nH]c2ccccc12)NCCc1ccccc1` : 0, 11, -2%, 4, 3%, -3%, 23%, 13%, ?, -1%
# Results for `Cc1cc2[nH]c(=O)c(=O)[nH]c2cc1S(=O)(=O)Nc1ccccc1F` : 0, 1, ., 0, -5%, -7%, 3%, 4%, -1, .
# Results for `CC(=O)c1cccc(NC(=O)c2ccc(Br)o2)c1` : 1, 33, 2%, -4, 3%, -10%, 2%[7.66 µM], -1%, 18, -3%
# Results for `O=C(O)c1nnn(-c2ccc([N+](=O)[O-])cc2)c1-c1ccccc1` : 12, ?, ., -1, 2%, ?, ?, 1%, 5, -4%
